proCasp3 act: procaspase-3 (human) activation | P42574 | recombinant procaspase-3 D3A, Ac-DEVD-pNA absorbance 405 nm | activation, % at 8.5 µM | hit rate 0.11% among 330,000;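 active = activation above the mean of all tested compounds plus 3 SD, cut at about 21% in these data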;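 also: 0% = DMSO alone and 100% = DMSO wells spiked with extra 5 µM PC-3 D3A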
Target sequence (P42574 whole entry D9A/D28A/D175A): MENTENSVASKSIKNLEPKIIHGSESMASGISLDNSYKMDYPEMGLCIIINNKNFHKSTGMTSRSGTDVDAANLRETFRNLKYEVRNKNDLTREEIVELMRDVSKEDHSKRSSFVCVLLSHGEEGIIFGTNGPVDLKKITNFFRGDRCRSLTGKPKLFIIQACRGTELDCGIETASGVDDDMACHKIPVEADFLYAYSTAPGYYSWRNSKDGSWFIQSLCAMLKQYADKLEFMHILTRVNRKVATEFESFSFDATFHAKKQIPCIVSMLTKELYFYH
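Test system: Procaspase-3 D3A mutant, all three cleavage aspartates alanine | Dosing: Single dose, 8.5 µM nominal compound, 0.8% DMSO | Schedule: 1 h preincubation, 2 h reaction | Technique: 405 nm absorbance of p-nitroaniline, reads at 0 and 120 min | Repeats: One well per compound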
GRK2 inh: blocks RNA aptamer binding to human GRK2 | P25098 | bead flow cytometry, FAM-aptamer displacement from GRK2 | inhibition of aptamer binding, % at 10 µM | hit rate 0.59% among 330,000 | AID 488847;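 active = inhibition of aptamer binding above 40%, roughly 3 SD of noise, on plates passing a quality check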;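 also: median bead fluorescence of bound FAM aptamer so fluorescent compounds give negative values; no value below 0 was filed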
Target sequence (P25098 whole entry, looked up): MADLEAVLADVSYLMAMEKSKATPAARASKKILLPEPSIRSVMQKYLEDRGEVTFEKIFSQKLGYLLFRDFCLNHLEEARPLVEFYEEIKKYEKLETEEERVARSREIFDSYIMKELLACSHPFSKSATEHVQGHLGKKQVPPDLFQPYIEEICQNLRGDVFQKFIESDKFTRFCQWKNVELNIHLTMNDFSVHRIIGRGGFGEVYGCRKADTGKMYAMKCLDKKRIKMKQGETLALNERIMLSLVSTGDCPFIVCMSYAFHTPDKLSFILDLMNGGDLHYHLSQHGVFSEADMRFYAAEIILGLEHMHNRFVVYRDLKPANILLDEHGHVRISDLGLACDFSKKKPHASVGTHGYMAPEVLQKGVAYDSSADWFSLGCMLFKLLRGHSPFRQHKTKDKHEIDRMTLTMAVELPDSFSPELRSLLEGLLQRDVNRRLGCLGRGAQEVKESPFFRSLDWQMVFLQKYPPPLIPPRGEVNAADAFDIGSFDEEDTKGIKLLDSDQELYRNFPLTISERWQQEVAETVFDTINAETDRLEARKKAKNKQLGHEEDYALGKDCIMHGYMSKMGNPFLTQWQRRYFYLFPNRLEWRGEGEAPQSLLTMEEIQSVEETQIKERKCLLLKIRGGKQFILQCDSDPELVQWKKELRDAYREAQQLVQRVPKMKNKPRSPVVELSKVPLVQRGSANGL
PP5 inh: blocks human protein phosphatase 5 activity | purified PP5c, OMFP substrate fluorescence | inhibition, % at 6.7 µM | hit rate 0.18% among 320,000 | AID 1987;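 active = inhibition above the campaign's mean inhibition across all tested compounds plus 3 SD, cut at about 9.5% in these data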;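 also: 0% = DMSO only and 100% = 100 µM cantharidin control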
proCasp7 act: activates human procaspase-7, counter-screen for procaspase-3 activators | activation, % at 8.5 µM | hit rate 0.093% among 330,000 | AID 463210 | P55210 | recombinant procaspase-7, Ac-DEVD-pNA absorbance 405 nm; D23A/D198A/D206A triple mutant, cannot self-cleave; scale: DMSO 0, 5 µM enzyme 100;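 active = percent activation above the screen-wide mean plus 3 SD, cut at about 25% in these data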
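Assay system – Uncleavable procaspase-7 mutant enzyme · Quantity – 2 µM procaspase-7 mutant as dispensed · Times – 1 h preincubation, 2 h reaction · Dosing – single nominal 8.5 µM compound dose, 0.8% DMSO final · Buffer or medium – Zinc-free 50 mM HEPES buffer, pH 7.4, with NaCl and Triton X-100 · Detection – Epi-absorbance of released pNA at 405 nm, two timepoints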
VLA-4 inh: inhibition in a human VLA-4 binding assay | P13612 | VLA-4 expressing cells, ligand binding flow cytometry | inhibition, % (about 7 µM as worked out from the volumes in the protocol) | hit rate 0.2% among 330,000; in the data active = inhibition above about 50%
PP1 counter: PP1-alpha (human) inhibition in PP5 counter-screen. P62136. purified PP1alpha, OMFP fluorescence. hit rate 0.9% among 320,000. inhibition, % at 6.7 µM;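 active = inhibition above the mean inhibition of all tested compounds plus 3 SD, computed separately for each screening campaign, cut at about 15% in these data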
core dimer inh: blocks dimerization of HCV core protein; TR-FRET GST/Flag-core106 dimerization, 1536-well; inhibition, % at 5 µM; hit rate 0.33% among 300,000; AID 1899;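 active = inhibition above the mean of all tested compounds plus 3 SD, set per screening campaign, cut at about 45% in these data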
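Assay system: tagged HCV core106 pair (GST and Flag); medium: KF-containing HEPES buffer, pH 7.45, DTT, CHAPS, BSA; also added: Eu donor and XL665 acceptor anti-tag antibodies; dosing: 5 µM single dose; timing: compound-protein-antibody incubation 4 h at 22.5 °C; signal: TR-FRET 671 and 617 nm emission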
JMJD2C inh: blocks human GASC-1 demethylase activity. Q9H3R0. GST-JMJD2C(1-420) H3K9me3 demethylation, DELFIA europium. inhibition, % at 2.35 µM. hit rate 0.069% among 330,000. AID 2099;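 active = more than half of a compound's replicate wells show inhibition beyond 50%, single wells judged on their own value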;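 also: signal counts dimethyl H3K9 product captured on neutravidin plate; 0% = median of DMSO wells and 100% = 0.3 times that DMSO median; strong numbers were not always called active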
CTSL1 counter: blocks F. hepatica cathepsin L1 in PFM18AAP counter-screen | recombinant F. hepatica cathepsin L1, Z-Leu-Arg-MCA fluorescence | inhibition, % at 5.96 µM | hit rate 0.49% among 300,000;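 active = inhibition above the mean of all tested compounds plus 3 SD, set per screening campaign, cut at about 17% in these data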;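 also: 0% = plate median of test compound wells and 100% = 1 µM Z-Phe-Ala-diazomethylketone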
Active calls of the source: *; · = not tested or not shown. Compounds as they come; any-hit rate near 2.6%.

SMILES	proCasp3 act	GRK2 inh	PP5 inh	proCasp7 act	VLA-4 inh	PP1 counter	core dimer inh	JMJD2C inh	CTSL1 counter
COc1ccc2occ(C(=O)c3ccccc3)c2c1	10	0	3.0	4	4	4	2	4	3
C[C@@H](C(=O)Nc1nc2ccc(F)cc2s1)N1C(=O)C2CC=CCC2C1=O (some centres undefined)	-13	0	3.5	-24	-1	2	4	1	6
COc1ccc2cc(C(=O)C3CCCN(C(=O)CCc4ccccn4)C3)ccc2c1 (centres undefined)	-3	1	-2.1	-5	-3	-3	8	1	-1
COc1ccc(C(=O)/C=C/c2ccc(OC)c(COc3ccc(F)cc3)c2)cc1	4	0	3.1	-3	37	-3	5	2	-1
Cc1noc(C)c1COC(=O)/C=C/c1ccccc1Cl	6	3	0.3	4	8	-2	-2	-6	-2
O=S(=O)(O)c1nc2ccccc2n1CCOc1ccccc1	-3	1	2.6	-3	8	-2	6	102	0
CCOC(=O)N1CCN(S(=O)(=O)Cc2ccccc2)CC1	-21	2	2.6	-7	4	0	-1	7	-4
CC(C)Cn1c(-c2csc3c2CCCC3)n[nH]c1=S	-25	1	2.3	-26	-2	-1	-2	6	2
CCCC12C(=O)C(C)(C(c3ccccc3)=C1c1ccccc1)C1C(=O)N(c3ccc(C)cc3)C(=O)C12 (centres undefined)	-2	2	4.6	-1	-2	6	22	-5	-1
Cc1nnc(SC(C)C(=O)Nc2nccs2)s1 (centres undefined)	-5	4	-2.5	4	0	-3	-6	-21	-4
Nn1c(SCc2ccccc2F)nnc1-c1cccnc1	3	3	0.3	6	2	-2	0	-22	-2
CN(CC(=O)Nc1cccc(F)c1)C(=O)/C=C/c1cc(Br)ccc1OC(F)F	6	0	0.7	6	18	0	1	0	0
COc1ccc(OC(=O)CCN2C(=O)C3C4C=CC(C4)C3C2=O)cc1 (centres undefined)	5	0	-0.1	8	11	-4	14	5	-5
CC(=O)COC(=O)c1cccc(N2C(=O)C3C4C=CC(C4)C3C2=O)c1 (centres undefined)	5	80*	1.2	-2	9	3	-1	0	1
OCCN1CCN(CC(O)COCC2COc3ccccc3O2)CC1 (centres undefined)	-3	1	-0.8	4	5	-4	-6	-11	9
CCCC12CN3CC(C)(CN(C1)C3c1ccc(OC(C)C)cc1)C2=O (centres undefined)	9	1	2.1	1	5	0	-2	-36	-3
O=C1c2oc3ccc(Br)cc3c(=O)c2C(c2cccc(F)c2)N1CCO (centres undefined)	-10	1	-0.1	-5	7	-3	6	6	1
CC(Oc1ccc(F)cc1)C(=O)N(Cc1ccccc1)c1c(N)n(Cc2ccccc2)c(=O)[nH]c1=O (centres undefined)	8	1	-1.3	6	0	-9	2	2	4
COc1ccccc1-c1nc(SCC(=O)NCc2ccco2)c2c(=O)n(C)c(=O)n(C)c2n1	-14	2	5.0	3	-11	-1	17	8	-3
Cc1ccc(Cn2c(C)c3cnn(CC(=O)NCc4ccccn4)c(=O)c3c2C)cc1	1	1	-1.3	-8	1	1	2	18	1
CCOc1nc2cnccc2n(CC(=O)Nc2c(C)cccc2CC)c1=O	8	5	0.8	12	6	-3	-9	-1	-1
Cc1nn(-c2ccccc2)c2sc(C(=O)N(Cc3ccco3)C(C)C(=O)NC(C)(C)C)cc12 (centres undefined)	-8	1	2.4	1	18	-2	13	-7	2
COc1ccc(NC(=O)Nc2ccc(OCC(=O)N3CCOCC3)cc2)cc1OC	-1	0	-0.7	-4	9	-4	-3	6	2
O=C(CS(=O)(=O)c1ccccc1)NC1CCCCC1	4	0	1.8	9	-2	-5	0	-1	1
CCOC(=O)c1c(NC(=O)C2=C(C)NC(=S)NC2c2ccc(F)cc2F)sc(C)c1C (centres undefined)	6	0	1.6	4	-22	5	12	1	-3
CCOC(=O)C1CCCN(Cc2nc(N)nc(Nc3ccccc3)n2)C1 (centres undefined)	4	0	4.5	6	8	-3	12	5	-4
C=C(C)CN=C1NN=C(c2cc(C)n(-c3ccc(C)cc3)c2C)CS1	-2	2	1.7	-2	3	8	25	11	3
CC1CCCCN1C(=O)CSc1nc(C2CC2)nc2c1cnn2-c1ccccc1 (centres undefined)	-2	4	2.9	-10	1	-2	5	·	-1
O=S1(=O)C[C@@H]2N=C(N/N=C/c3ccccc3)S[C@@H]2C1	-9	0	0.5	3	19	-3	5	3	-3
CCOCCCNC(=O)CCSc1ccc(C)cc1	-2	0	0.8	-1	3	1	-6	-3	0
COc1cc(C(=O)OCC(=O)NC(N)=O)cc(CN2C(=O)c3ccccc3C2=O)c1OC	1	4	-1.1	1	2	-1	7	0	-6
CCCOc1ccccc1C1CC(=O)NC(C)=C1C(=O)OCC(C)C (centres undefined)	-7	2	6.1	11	-3	4	8	0	7
Cc1nc(N=Nc2ccc(O)cc2)n[nH]1	-13	0	0.9	-24	-8	0	-6	-2	7
Cc1cc(C)c(C#N)c(Sc2nnnn2-c2ccccc2)n1	5	1	-0.2	3	12	0	4	-4	-2
CCOC(=O)c1ccc(NC(=O)[C@@H](NC(N)=O)C(C)C)cc1	4	0	-1.3	6	8	-3	2	25	-4
Cc1ccc(NC(=O)c2ccc(CN3CCc4ccccc4C3)cc2)cc1	-8	0	0.7	-3	6	2	4	1	-2
O=C(NNC(=O)c1cccc(S(=O)(=O)N2CCCCC2)c1)c1ccccc1	-5	0	·	5	16	·	·	-3	·
Cc1nc(C)c(C(=O)N(c2ccc(F)cc2)C(C(=O)NCC2CCCO2)c2ccccc2)s1 (centres undefined)	-5	0	0.6	-7	0	-4	-7	6	1
O=C(NCCC1=CCCCC1)C1CCN(C(=O)c2ccc(Br)cc2)CC1	13	1	2.1	1	0	-1	-5	4	1
Cc1cc(C)nc(SCc2nc3nc(C)cc(C)n3c2Br)n1	-5	8	-1.3	-1	20	-4	0	7	-3
CC1CCC(NC(=O)C2CCN(c3cnccn3)CC2)CC1 (centres undefined)	4	1	0.9	5	20	1	0	0	-3
CCCSc1ccc([C@H]2N[C@@](CC(C)C)(C(=O)OC)[C@H]3C(=O)N(CC)C(=O)[C@@H]23)cc1	2	2	·	7	0	·	·	·	·
O=C(CSc1nnc(-c2ccccc2)c(-c2ccccc2)n1)N1CCc2ccccc21	3	2	-0.2	-2	8	0	14	-5	4
COCCNc1nc2nonc2nc1N(C)Cc1cccc2cnccc12	5	1	1.7	-2	8	-3	-2	7	2
O=C(COC(=O)c1ccco1)Nc1ccc([N+](=O)[O-])cc1Cl	2	0	2.6	3	6	-1	·	0	·
CN1CCN(CCCC(=O)c2ccc(C3CCCC3)cc2)CC1	-3	0	2.4	1	15	0	-8	-3	2

A run of entries from further up, as a working copy:
SMILES	proCasp3 act	GRK2 inh	PP5 inh	proCasp7 act	VLA-4 inh	PP1 counter	core dimer inh	JMJD2C inh	CTSL1 counter
CC1CCCCN1C(=O)CSc1nc(C2CC2)nc2c1cnn2-c1ccccc1 (centres undefined)	-2	4	2.9	-10	1	-2	5	·	-1
O=S1(=O)C[C@@H]2N=C(N/N=C/c3ccccc3)S[C@@H]2C1	-9	0	0.5	3	19	-3	5	3	-3
CCOCCCNC(=O)CCSc1ccc(C)cc1	-2	0	0.8	-1	3	1	-6	-3	0
COc1cc(C(=O)OCC(=O)NC(N)=O)cc(CN2C(=O)c3ccccc3C2=O)c1OC	1	4	-1.1	1	2	-1	7	0	-6
CCCOc1ccccc1C1CC(=O)NC(C)=C1C(=O)OCC(C)C (centres undefined)	-7	2	6.1	11	-3	4	8	0	7
Cc1nc(N=Nc2ccc(O)cc2)n[nH]1	-13	0	0.9	-24	-8	0	-6	-2	7
Cc1cc(C)c(C#N)c(Sc2nnnn2-c2ccccc2)n1	5	1	-0.2	3	12	0	4	-4	-2
CCOC(=O)c1ccc(NC(=O)[C@@H](NC(N)=O)C(C)C)cc1	4	0	-1.3	6	8	-3	2	25	-4
Cc1ccc(NC(=O)c2ccc(CN3CCc4ccccc4C3)cc2)cc1	-8	0	0.7	-3	6	2	4	1	-2
O=C(NNC(=O)c1cccc(S(=O)(=O)N2CCCCC2)c1)c1ccccc1	-5	0	·	5	16	·	·	-3	·
Cc1nc(C)c(C(=O)N(c2ccc(F)cc2)C(C(=O)NCC2CCCO2)c2ccccc2)s1 (centres undefined)	-5	0	0.6	-7	0	-4	-7	6	1
O=C(NCCC1=CCCCC1)C1CCN(C(=O)c2ccc(Br)cc2)CC1	13	1	2.1	1	0	-1	-5	4	1
Cc1cc(C)nc(SCc2nc3nc(C)cc(C)n3c2Br)n1	-5	8	-1.3	-1	20	-4	0	7	-3
CC1CCC(NC(=O)C2CCN(c3cnccn3)CC2)CC1 (centres undefined)	4	1	0.9	5	20	1	0	0	-3
CCCSc1ccc([C@H]2N[C@@](CC(C)C)(C(=O)OC)[C@H]3C(=O)N(CC)C(=O)[C@@H]23)cc1	2	2	·	7	0	·	·	·	·
O=C(CSc1nnc(-c2ccccc2)c(-c2ccccc2)n1)N1CCc2ccccc21	3	2	-0.2	-2	8	0	14	-5	4
